STAT1 act: STAT1 signaling activators, primary screen, cell-based, HTS, luciferase reporter. activation (% of control), % at 5.5 µM. NIH 3T3 STAT1-luciferase reporter, IFN-gamma, luminescence; 100% = IFN-gamma alone, no compound. 200,000 compounds, 2.6% hits;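 active means activation above the screen-wide mean activation plus 3 SD, cut at about 130% in these data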;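 further: raw ratio to IFN-gamma control signal so 100% means no change and 0% no light; values of inactives mirror those of a sister screen read the other way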
Diaph act CS: compounds boosting diaphorase resazurin reduction – biochemical, uHTS, resorufin fluorescence, counter-screen for diaphorase-coupled primary assays, primary screen. Diaphorase/resazurin coupled assay, 16 min; stronger effect = higher value; 1 = vehicle wells, 0 = NADH-free wells. activation factor at 20 µM. AID 1229, 2008. 190,000 compounds, 0.005% hits;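 active means diaphorase activity raised at least twofold by the compound at 20 µM; inactive means activation factor below 2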
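Test system: Clostridium kluyveri diaphorase, purified enzyme; input: enzyme 0.07 U/mL final; buffer or medium: 50 mM HEPES pH 7.4 with 4.542 mM MgCl2, 0.005% Tween 20; also added: 0.114 mM NADH and 0.1 mM resazurin, final amounts; schedule: 16 min enzyme reaction, ambient temperature; technique: fluorescence of resorufin, 544 nm excitation, 590 nm emission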
FLuc act counter: FLuc activators, initial screening, artefact control for FLuc-dependent activation tests, biochemical, ATPlite luminescence; Luciferin 4-monooxygenase (Photinus pyralis), P08659; ATPlite luciferase biochemical, 10 min; 0 = ATP-free wells, 1 = DMSO control; activation factor at 10 µM; 200,000 tested, under 10 active;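 active means luciferase activation factor, scaled between plate controls, of at least 2 with compound at 10 µM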
Target sequence (P08659 whole entry, looked up): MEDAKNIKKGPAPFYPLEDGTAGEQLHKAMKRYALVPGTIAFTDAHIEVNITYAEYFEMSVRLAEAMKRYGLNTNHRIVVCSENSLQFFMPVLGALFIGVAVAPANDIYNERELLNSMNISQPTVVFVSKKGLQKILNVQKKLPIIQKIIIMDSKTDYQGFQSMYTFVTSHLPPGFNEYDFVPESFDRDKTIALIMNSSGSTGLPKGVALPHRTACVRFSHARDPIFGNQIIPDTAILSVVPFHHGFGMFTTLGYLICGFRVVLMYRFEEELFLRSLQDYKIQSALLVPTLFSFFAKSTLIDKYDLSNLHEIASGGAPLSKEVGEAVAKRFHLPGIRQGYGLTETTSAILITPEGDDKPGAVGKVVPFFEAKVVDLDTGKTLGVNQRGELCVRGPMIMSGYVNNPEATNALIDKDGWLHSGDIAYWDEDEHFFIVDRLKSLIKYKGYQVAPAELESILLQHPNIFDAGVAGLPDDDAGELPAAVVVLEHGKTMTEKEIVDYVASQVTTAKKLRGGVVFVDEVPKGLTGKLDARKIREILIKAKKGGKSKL
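Material: Luciferase/luciferin reagent mix; Doses: test compounds dosed from 2 mM stocks in 100% DMSO; Schedule: 10 min incubation after luciferase reagent addition, room temperature; Measured by: luminescence from luciferase reaction; Read-out: luminescence gain marking luciferase activators.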
NF-kB expr up: activators of NF-kB expression in neurons, primary screen, cell-based, HTS. 190,000 compounds, 1.6% hits. human neuronal cells, NF-kB reporter expression; stronger effect = higher value. fold change at 12.5 µM; in the data active means fold change above about 3.3
G6PDH counter: L. mesenteroides G6PDH inhibitors, counter-screen for G6PDH-coupled screening assays, biochemical, Leuconostoc mesenteroides enzyme; glucose-6-phosphate dehydrogenase [Leuconostoc mesenteroides]; Purified L. mesenteroides G6PDH, diaphorase/resazurin coupled fluorescence, 45 min; inhibition, % at 5 µM; 200,000 compounds, 0.12% hits; AID 1020, 2008; in the data active means inhibition above about 50%
Diaphorase inh: diaphorase inhibitors and chemical oxidizers, primary screen, counter-screen for diaphorase-coupled primary assays, biochemical, uHTS, resorufin fluorescence. diaphorase resazurin-to-resorufin fluorescence, NADH, 16 min; bacterial (C. kluyveri) enzyme, not human. inhibition, % at 20 µM. 190,000 compounds, 0.69% hits;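 active means primary screen inhibition at 20 µM above a set limit, cut at about 50% in these data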;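 further: plate controls were DMSO with full reaction for no effect and wells lacking NADH for full effect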
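Assay system – diaphorase enzyme from Clostridium kluyveri · Amount – diaphorase 0.14 U/mL (working solution) · Times – reaction incubation of 16 min at room temperature · Controls – No-NADH positive control and DMSO neutral control · Signal – resorufin fluorescence 544/590 nm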
APP 5'UTR act: activators of APP 5'UTR luciferase reporter, primary screen, SH-SY5Y cells. SH-SY5Y APP 5'UTR luciferase reporter, luminescence; zero percent = DMSO vehicle wells. activation, % at 2 µM. 190,000 compounds, 1% hits. AID 1276, 2008;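 active means activation above a set limit, based on mean plus 3 SD of controls, cut at about 140% in these data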; further: values of inactives mirror those of a sister screen read the other way
TLR4-MyD88 BLA: inhibitors of TLR4-MyD88 association in cells, primary screen, cell-based, HeLa CL3-4, BLA complementation, FRET ratio; HeLa CL3-4 TLR4/MyD88 BLA complementation; inhibition, % at 8.4 µM; 200,000 compounds, 0.18% hits; AID 861, 2007; in the data active means inhibition above about 25%;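 further: 0% = vehicle and 100% = reference inhibitor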
APP transl inh: inhibitors of APP translation via 5'UTR reporter, primary screen, APP 5'UTR luciferase, SH-SY5Y cells; SH-SY5Y APP 5'UTR-luciferase reporter, luminescence; inhibition, % at 2 µM; 190,000 compounds, 0.82% hits; AID 1285, 2008;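 active means inhibition above a set limit, derived from the sample mean plus 3 SD, cut at about 45% in these data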; further: values of inactives mirror those of a sister screen read the other way
FLuc inhib CS: firefly luciferase enzyme inhibitors, primary screen, artefact control for luciferase-based inhibitor screens, biochemical, luminescence, ATPLite. Luciferin 4-monooxygenase (Photinus pyralis), P08659. 10 min. inhibition, % at 10 µM. 200,000 compounds, 1.5% hits;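 active means inhibition above about 50% when tested at 10 µM, limit read from the data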
An asterisk follows results filed as active. Hits appear at their usual frequency; 5.6% or so of the library scored in one or more.

nr	canonical_smiles	STAT1 act	Diaph act CS	FLuc act counter	NF-kB expr up	G6PDH counter
1	O=C1CCCN1CCCNC(=S)Nc1cccc2ccccc12	97	0.8	1.1	1.3	1
2	CCCCOc1ccc(CN(C)c2ncnc(N)n2)cc1	100	1	1.1	1.5	1
3	CC(C)(C)n1nnnc1C(c1ccc(F)cc1)N(Cc1ccc(F)cc1)Cc1ccco1 (stereo unspecified)	89	0.9	1.1	0.98	-12
4	Cc1ccc(C)c(NC(=O)CCC(=O)N/N=C2/CC(=O)CC(C)(C)C2)c1	98	0.9	1.1	1.1	-2
5	CCc1ccc(OCC2c3cc(OC)c(OC)cc3CCN2C(=S)NCCOC)cc1 (stereo unspecified)	89	0.8	1.1	0.77	0
6	O=C(c1ccco1)N1CCN(C(c2ccccc2F)c2nnnn2Cc2cccs2)CC1 (stereo unspecified)	98	0.9	1	0.99	8
7	N#Cc1c(-c2ccccc2)nc(-c2ccccc2)[nH]c1=O	108	1	1.1	0.98	4
8	COc1ccc(N)cc1C#N	100	0.9	1.1	1.1	-2

nr	Diaphorase inh	APP 5'UTR act	TLR4-MyD88 BLA	APP transl inh	FLuc inhib CS
1	16	10	13	-10	-6
2	-1	-5	2	5	-6
3	14	-3	-13	3	-9
4	6	8	6	-8	-6
5	21	15	-6	-15	-9
6	11	15	-12	-15	-4
7	-4	1	2	-1	-5
8	13	-20	3	20	-5

The list continues:
nr	canonical_smiles	STAT1 act	Diaph act CS	FLuc act counter	NF-kB expr up	G6PDH counter
9	O=C(Nc1ccccn1)c1c(O)c2cccc3c2n(c1=O)CCC3	100	0.8	1	1.6	3
10	CCOC(=O)CSc1nnc(C2CCCCC2)n1C	107	0.9	1.1	1.1	8
11	Nc1nc(-c2ccco2)cs1	101	0.8	1	1.1	3
12	CC(=O)Nc1ccc(CN2CCN(C3CCCC3)C(CCO)C2)cc1 (stereo unspecified)	103	1	1	1.4	14
13	NNC(=O)c1cccc(O)c1	108	0.9	1	1.2	-2
14	CCOc1ccc(Cl)cc1CN1CCOCC1	102	1	1.1	1	2
15	Cc1oc(-c2ccc(Cl)cc2)nc1CN1CCC(C(=O)NCCCN2CCCC2=O)CC1	94	0.9	1.1	0.83	1
16	O=C(CCc1ccccc1)N/N=C/c1cccc([N+](=O)[O-])c1	100	0.8	1.1	1.1	6

nr	Diaphorase inh	APP 5'UTR act	TLR4-MyD88 BLA	APP transl inh	FLuc inhib CS
9	16	10	2	-10	2
10	13	-1	9	1	-5
11	22	21	-3	-21	-4
12	5	-7	8	7	-2
13	8	27	1	-27	-4
14	-1	-11	7	11	-8
15	7	1	-7	-1	-11
16	22	11	-7	-11	-7

Remaining list, next part.
nr	canonical_smiles	STAT1 act	Diaph act CS	FLuc act counter	NF-kB expr up	G6PDH counter
17	S=C1NCCc2ccc(Cl)cc2C1c1ccccc1 (stereo unspecified)	97	0.8	1	1	4
18	CCCNC(=O)COC(=O)c1ccccc1OCc1ccc(Cl)cc1	103	0.9	1	1.2	2
19	Cc1ccc(/C(N)=N/OC(=O)Cc2cccs2)cc1	150*	0.9	0.9	2.7	-2
20	O=C(NCC1CCCO1)C(Cc1ccccc1)N1C(=O)C2C3C=CC(C4CC34)C2C1=O (stereo unspecified)	83	0.9	1	0.62	13
21	COC(=O)c1c(NC(=O)C2CC=CCC2C(=O)O)sc(C)c1C (stereo unspecified)	91	0.9	1	0.91	10
22	CC(C)CCOCC(O)CCC(=O)NNC(=S)Nc1ccccc1 (stereo unspecified)	99	0.9	1	1.1	6
23	O=C(Oc1ccccc1/C=C\C(=O)c1cc2ccccc2o1)c1cccc(F)c1	102	0.8	0.8	4*	-11
24	CC(C)C(c1nnnn1Cc1ccccc1)N(Cc1ccco1)Cc1cccs1 (stereo unspecified)	97	0.7	1.1	1	5

nr	Diaphorase inh	APP 5'UTR act	TLR4-MyD88 BLA	APP transl inh	FLuc inhib CS
17	18	-2	8	2	-3
18	8	-18	-8	18	2
19	13	108	15	-108	15
20	9	10	8	-10	0
21	12	2	4	-2	0
22	10	12	-3	-12	-4
23	18	76	9	-76	17
24	27	-1	7	1	-8

Next section.
nr	canonical_smiles	STAT1 act	Diaph act CS	FLuc act counter	NF-kB expr up	G6PDH counter
25	CCOc1ccc(C(=O)NCC(=O)OCc2c(C)noc2C)cc1	104	0.8	1	0.98	-4
26	Cc1cc(C)c2c(c1)-c1c(ssc1=S)C(C)(C)N2C(=O)CSc1nncn1C	99	0.8	1	0.94	-2
27	CCN=C1SC(C(=O)Nc2cccc(Cl)c2)CC(=O)N1CC (stereo unspecified)	97	1.1	1	0.97	1
28	CCOC(=O)Cn1cnc2c(nnn2Cc2ccc(Cl)cc2)c1=O	106	0.8	1.1	1.1	3
29	COc1ccc2nc3oc(C(=O)N4CCN(c5ccccc5F)CC4)cc3cc2c1	104	0.9	1	1.3	-59
30	O=C(Nc1ccc(Nc2ccccc2)cc1)C1CC1	107	1	1	1.5	22
31	CCOC(=O)C1CCCN(C(=O)C2CCN(S(=O)(=O)c3cccs3)CC2)C1 (stereo unspecified)	101	0.9	1	0.85	1
32	COc1ccc(CCNC(=O)C2CCCN(C(=O)N(C)C)C2)c(OC)c1 (stereo unspecified)	87	0.9	1.1	1.1	0

nr	Diaphorase inh	APP 5'UTR act	TLR4-MyD88 BLA	APP transl inh	FLuc inhib CS
25	21	1	-6	0	-3
26	20	-2	8	2	-1
27	-7	-19	3	19	-3
28	16	0	4	0	-6
29	9	-6	5	6	-2
30	3	29	3	-29	3
31	10	-2	2	2	-5
32	5	2	5	-2	-6

(cont.)
nr	canonical_smiles	STAT1 act	Diaph act CS	FLuc act counter	NF-kB expr up	G6PDH counter
33	Cc1[nH]nc2c1C(c1ccccn1)N(c1ccc(Br)cc1)C2=O (stereo unspecified)	107	1	1	1.1	-3
34	Cc1ccc(NC(=O)c2cc(NC(=O)CCCC(=O)O)ccc2Cl)cc1Cl	102	0.9	1	1.4	12
35	O=C(c1cc(N2C(=O)C3C4CCC(C4)C3C2=O)ccc1Cl)N1CCN(c2ccccc2)CC1 (stereo unspecified)	107	0.9	1	1	7
36	COc1ccc(/C=C(/NC(=O)c2ccccc2)c2nc3ccccc3[nH]2)cc1OC	104	1	0.9	0.84	12
37	O=C(CSc1nnc(COc2ccccc2F)n1-c1ccccc1)NCc1ccco1	105	1	1	0.93	7
38	c1ccc2c(COn3nnc4ccccc43)cccc2c1	128	1	1	3.4*	15
39	COc1ccccc1NS(=O)(=O)c1ccc(NC(=O)CCNC(=O)c2ccco2)cc1	99	1	1	1.2	5
40	O=c1c(Oc2ccccc2Br)c(C(F)(F)F)oc2c(CN3CCCC3)c(O)ccc12	95	1	1	0.99	4
41	C=CCOc1c(Br)cc(CNc2ccc(NC(=O)C(C)C)c(OC)c2)cc1OCC	94	0.7	1	1.2	26
42	Cc1cc(C)c(C)c(OCCOCCNCc2ccccc2)c1	92	0.9	1	0.84	-1
43	CCOC(=O)C1=C(C(F)(F)F)Nc2ncnn2C1c1cccc(OC)c1OC (stereo unspecified)	104	0.9	1	0.99	-6

nr	Diaphorase inh	APP 5'UTR act	TLR4-MyD88 BLA	APP transl inh	FLuc inhib CS
33	-2	-3	-1	3	0
34	5	3	9	-3	0
35	11	15	-14	-15	-1
36	0	8	-9	-8	7
37	4	3	-1	-4	-4
38	2	110	-12	-110	4
39	-2	-4	2	4	-1
40	-1	2	4	-2	-1
41	34	-17	-1	17	-3
42	15	-15	-1	16	-4
43	12	8	-11	-8	-5

One compound at a time, from the list above:
`CCc1ccc(OCC2c3cc(OC)c(OC)cc3CCN2C(=S)NCCOC)cc1` (stereo unspecified) in the list: STAT1 act = 89; Diaph act CS = 0.8; FLuc act counter = 1.1; NF-kB expr up = 0.77; G6PDH counter = 0; Diaphorase inh = 21; APP 5'UTR act = 15; TLR4-MyD88 BLA = -6; APP transl inh = -15; FLuc inhib CS = -9
`Nc1nc(-c2ccco2)cs1` in the list: STAT1 act = 101; Diaph act CS = 0.8; FLuc act counter = 1; NF-kB expr up = 1.1; G6PDH counter = 3; Diaphorase inh = 22; APP 5'UTR act = 21; TLR4-MyD88 BLA = -3; APP transl inh = -21; FLuc inhib CS = -4
`C=CCOc1c(Br)cc(CNc2ccc(NC(=O)C(C)C)c(OC)c2)cc1OCC` in the list: STAT1 act = 94; Diaph act CS = 0.7; FLuc act counter = 1; NF-kB expr up = 1.2; G6PDH counter = 26; Diaphorase inh = 34; APP 5'UTR act = -17; TLR4-MyD88 BLA = -1; APP transl inh = 17; FLuc inhib CS = -3

3 entries from above, ordered by length of the SMILES, falling.
nr	canonical_smiles	STAT1 act	Diaph act CS	FLuc act counter	NF-kB expr up	G6PDH counter
3	CC(C)(C)n1nnnc1C(c1ccc(F)cc1)N(Cc1ccc(F)cc1)Cc1ccco1 (stereo unspecified)	89	0.9	1.1	0.98	-12
19	Cc1ccc(/C(N)=N/OC(=O)Cc2cccs2)cc1	150*	0.9	0.9	2.7	-2
13	NNC(=O)c1cccc(O)c1	108	0.9	1	1.2	-2

nr	Diaphorase inh	APP 5'UTR act	TLR4-MyD88 BLA	APP transl inh	FLuc inhib CS
3	14	-3	-13	3	-9
19	13	108	15	-108	15
13	8	27	1	-27	-4

Assay outcomes from PubChem.
